# UBC13 inh = inhibitors of human UBC13 polyubiquitin chain formation | 330,000 tested, 0.47% active | inhibition, % at 20 µM | P61088 | TR-FRET; in the data active means inhibition above about 45%, passing the limit was not always enough
# Target sequence (P61088 whole entry, looked up): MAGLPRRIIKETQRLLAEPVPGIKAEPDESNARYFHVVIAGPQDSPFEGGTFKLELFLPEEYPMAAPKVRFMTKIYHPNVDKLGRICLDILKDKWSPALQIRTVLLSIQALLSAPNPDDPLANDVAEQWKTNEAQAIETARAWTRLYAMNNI
# beta cell repl = inducers of beta-cell replication in MIN6 cells; MIN6 cells proliferation, ATPlite luminescence, 48 h; cells starved in 0.2% serum; 100% = growth in 10% serum; proliferation, % at 10 µM; 330,000 tested, 0.29% active; AID 2380;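 active means compounds whose signal lies at least 3.5 SD above the mean of all wells on their plate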;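 further: 0% = DMSO-treated cells in low-serum medium and 100% = 10% serum control; some compounds called inactive have numbers as strong as hits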
# HKDC1 inhibitor = blocks human hexokinase HKDC1 activity; Q2TB90; recombinant HKDC1, G6PDH/diaphorase resazurin coupled fluorescence; inhibition, % at 20 µM; 340,000 tested, 0.16% active;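 active means inhibition above about 35% when tested at 20 µM, limit read from the data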;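 further: plate controls were DMSO wells with enzyme for no effect and DMSO wells lacking enzyme for full effect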
#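 Incubation: 90 min at room temperature in dark / Material: recombinant HKDC1 (HK5) hexokinase enzyme, produced in-house / Quantity: enzyme 5 µg/mL final / Compound: one dose of 20 µM, 1% DMSO / Reagent: glucose and ATP substrates / Buffer or medium: Tris pH 8.0 buffer with MgCl2, Tween-20, BSA, BME / Technique: resorufin fluorescence at 613 nm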
# PfGluPho inh = PfG6PD (Plasmodium falciparum) enzyme inhibition | PfGluPho enzyme, NADPH resazurin-diaphorase fluorescence | 350,000 tested, 0.78% active | inhibition, % at 20 µM | AID 504690;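 active means inhibition reaching at least a set limit at 20 µM in the primary screen, cut at about 59% in these data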;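 further: 0% = DMSO wells with substrate and 100% = DMSO wells lacking glucose-6-phosphate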
# SENP6 inh = SENP6 protease inhibition; Q9GZR1; Recombinant SENP6 catalytic domain, aminoluciferin luminescence; inhibition, % at 10 µM; 330,000 tested, 1.8% active; AID 2599;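 active means inhibition above about 50% at the single tested dose, limit read from the data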;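 further: plate controls were DMSO wells with enzyme for no effect and DMSO wells lacking enzyme for full effect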
# Target sequence (Q9GZR1 628-1112 limits assumed): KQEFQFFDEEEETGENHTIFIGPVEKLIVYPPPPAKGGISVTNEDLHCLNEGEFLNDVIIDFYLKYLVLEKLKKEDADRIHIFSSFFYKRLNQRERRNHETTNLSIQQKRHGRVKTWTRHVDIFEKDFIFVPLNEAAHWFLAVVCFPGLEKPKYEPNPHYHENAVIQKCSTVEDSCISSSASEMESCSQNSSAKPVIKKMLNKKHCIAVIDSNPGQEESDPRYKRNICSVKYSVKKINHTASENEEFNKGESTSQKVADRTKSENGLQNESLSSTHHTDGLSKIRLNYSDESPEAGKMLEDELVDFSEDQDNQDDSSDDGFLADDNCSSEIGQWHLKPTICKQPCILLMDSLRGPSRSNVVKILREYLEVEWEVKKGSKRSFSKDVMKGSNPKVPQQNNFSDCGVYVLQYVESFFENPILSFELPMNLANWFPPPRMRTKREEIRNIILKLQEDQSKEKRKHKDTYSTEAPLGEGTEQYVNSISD
# SENP1 FRET inh = blocks the human SENP1 SUMO protease catalytic domain | AID 624204 | inhibition, % at 10 µM | recombinant SENP1 catalytic domain, CyPet-SUMO1-YPet FRET cleavage | Q9P0U3 | 360,000 tested, 0.21% active;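 active means inhibition at least 30% at 10 µM, raw YFP signal under a set limit, fluorescence ratio 0.5 to 1.5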;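 further: 0% = enzyme with DMSO and 100% = no enzyme wells; some results filed as inactive read as strong as hits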
#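 Material: hSENP1 catalytic domain, recombinant; medium: Tris pH 8 with BME, BSA, NP40 and catalase; compound: single concentration of 10 µM compound, 0.5% DMSO final; technique: FRET read of cyan and yellow fluorescence; timing: 50 min enzyme reaction, room temperature, light-protected; reagent: SFCypet-SUMO1-SFYpet substrate at 25 nM; control set: no-enzyme low, enzyme-DMSO high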
# SENP8 block-1 = blocks the human protease SENP8 | AID 2540 | 330,000 tested, 1.2% active | inhibition, % at 10 µM | purified SENP8, Z-RLRGG-aminoluciferin cleavage, luminescence; in the data active means inhibition above about 50%
# SENP7 block = blocks the human protease SENP7; recombinant SENP7, Z-RLRGG-aminoluciferin luminescence, 40 min; inhibition, % at 5 µM; 330,000 tested, 1.5% active;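 active means inhibition above about 50% at the single test dose, limit read from the data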;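 further: plate controls were DMSO with enzyme for no effect and no enzyme buffer wells for full effect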
# Target sequence (Q9BQF6 706-1050 limits assumed): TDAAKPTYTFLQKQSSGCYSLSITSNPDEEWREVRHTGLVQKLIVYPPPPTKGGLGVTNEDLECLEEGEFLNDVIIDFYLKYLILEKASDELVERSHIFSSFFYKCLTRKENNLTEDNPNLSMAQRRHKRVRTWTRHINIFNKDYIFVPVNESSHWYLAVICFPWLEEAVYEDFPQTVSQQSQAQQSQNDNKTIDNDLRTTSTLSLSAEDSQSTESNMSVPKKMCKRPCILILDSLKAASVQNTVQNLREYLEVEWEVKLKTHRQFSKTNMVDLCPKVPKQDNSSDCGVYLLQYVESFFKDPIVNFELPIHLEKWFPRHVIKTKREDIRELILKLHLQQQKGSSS
# SENP8 block-2 = blocks human SENP8 cleavage of Nedd8 substrate; recombinant SENP8, Nedd8 substrate fluorescence; 360,000 tested, 0.64% active; inhibition, % at 20 µM; Q96LD8; AID 602440; in the data active means inhibition mostly above about 40%, no sharp cut-off; inactive means mostly below about 27%
# The depositor's hits bear a star; i = inactive; · = not tested or not shown.
Compound	SENP7 block	PfGluPho inh	SENP8 block-1	SENP8 block-2	HKDC1 inhibitor	beta cell repl	UBC13 inh	SENP6 inh	SENP1 FRET inh
O=C(Nc1ccc(N2CCOCC2)c(S(=O)(=O)Nc2ccc(Cl)cc2)c1)c1ccc(=O)[nH]n1	5.5	7.6	8.4	9.7	7.3	2.0	-7.6	2.0	3.0
CC(C)CCN(C(=O)C1CSC2(C)CCC(=O)N12)c1c(N)n(Cc2ccccc2)c(=O)[nH]c1=O (stereo not drawn)	-3.5	7.5	2.8	-0.2	-0.1	2.5	4.4	-7.6	-4.3
COC(=O)c1ccc(NC(=S)NC2CCCCC2)cc1	-3.8	9.6	-12.4	14.9	-3.1	-3.4	-4.7	-12.6	0.7
O=C1C=C(c2ccccc2)C[C@@H](c2ccc3c(c2)OCO3)C1	1.6	13.7	-5.5	23.6	1.4	0.2	12.3	-7.5	3.0
Cc1ccccc1CCN1CCCC(CN(C)CC(C)(C)C)C1 (stereo not drawn)	-1.8	-12.6	-7.0	22.1	-2.2	-3.2	5.1	4.3	-0.2
Cn1c(=O)c2c(ncn2CC(=O)N2CCc3ccccc3C2)n(C)c1=O	-2.0	8.6	1.7	28.3	-5.1	-0.2	6.2	-10.8	0.4
CN(C)S(=O)(=O)c1ccc(N2CCCC2)c(C(=O)N2CCC(C(N)=O)CC2)c1	10.0	4.3	-6.1	0.0	-7.9	-2.0	-4.3	-16.7	1.8
Cc1cc(Cl)nc(-c2ccccc2O)n1	2.7	-5.1	2.8	-2.4	-4.2	-1.4	9.9	8.8	2.6
COC(=O)CSc1nnc(-c2ccccn2)n1N	9.6	-11.3	10.0	22.1	3.5	-0.1	5.9	1.6	0.5
FC(F)(F)c1cc(CCN2C(=S)NC[C@@H]2CC2CCCCC2)cc(C(F)(F)F)c1	-0.6	3.9	-7.2	7.0	6.9	-8.4	7.9	-12.3	1.2
O=C(NCC1OCCc2ccccc21)c1ccco1 (stereo not drawn)	1.4	-12.7	-6.4	18.5	-3.4	2.1	1.4	-4.8	0.6
O=C(Nc1cccc(O)c1)C(=O)Nc1ccccn1	97.4*	3.6	87.4*	16.3	-15.8	0.0	-11.9	96.1*	2.8
CCCCn1c(N)c(N(CCOC)C(=O)COC(=O)c2ccccc2NCCO)c(=O)[nH]c1=O	·	6.2	·	i	-6.0	·	·	·	-9.1
COc1cc2c(cc1OC)C(c1ccccc1OC(C)C)CC(=O)N2 (stereo not drawn)	-1.9	7.0	-3.2	8.0	3.2	-0.3	-2.8	-12.2	0.1
NS(=O)(=O)c1ccc(CCNC(=O)c2cccc(OC(F)F)c2)cc1	11.7	2.6	0.9	4.3	-5.4	-1.5	5.3	17.0	0.1
O=C(O)CC(NC(=O)COc1ccccc1)c1cccc([N+](=O)[O-])c1 (stereo not drawn)	-6.9	-12.4	6.7	1.1	1.6	-2.5	1.1	-7.3	1.8
COc1cc(S(=O)(=O)N2CCOCC2)ccc1NC(=O)CN1c2cccc3cccc(c23)S1(=O)=O	11.7	-8.9	5.8	-137.5	1.1	-0.1	-1.2	13.4	-0.3
CC(=O)Nc1ccc(NC(=O)CCCSc2nc3ccccc3[nH]2)cc1	-2.3	13.8	-1.4	20.3	-6.3	3.5	21.4	-14.7	0.3
Cn1c(Nc2ccc(Cl)cc2)cc(=O)n(C)c1=O	-1.2	-12.5	-6.1	-0.4	1.2	-1.2	-12.2	17.6	0.7
COc1ccc(-n2c(=O)c(CCC(=O)NCCc3ccccc3F)nc3ccccc32)cc1	-8.2	12.1	-1.3	-76.9	7.0	-2.3	-14.1	-1.0	-0.5
CCN(CC)S(=O)(=O)c1ccc(C)c(NC(=O)CSc2nnnn2C)c1	-7.2	4.8	-9.0	4.4	-4.0	-2.7	-8.2	-6.3	0.4
Cc1ccc(NC(=O)CCc2ccc(C)o2)cc1	-1.6	-7.5	9.0	12.2	2.1	-1.8	-4.7	-1.7	-2.3
COc1ccc(Cl)cc1NC(=O)C/C(C)=N/NC(=O)c1ccc(O)cc1	1.4	-14.8	-4.8	4.1	-14.9	-4.5	10.5	6.5	-0.7
O=S(=O)(NNc1ccc(Cl)nn1)c1ccc(F)cc1	0.3	38.4	1.0	11.4	3.8	-0.9	4.6	3.9	-1.2
CCOC(=O)C1CCN(C(=O)/C=C/c2ccc(S(=O)(=O)N3CCOCC3)cc2)CC1	-5.3	12.1	-15.3	6.6	-6.1	-0.9	-10.3	-20.0	-1.9
C#CCNC(=O)C1=C[C@@H](c2ccc(C#C)cc2)C[C@@H](OCCCCO)O1	1.1	9.7	5.2	-53.1	4.5	-5.8	-35.0	-14.5	-6.6
COc1ccc(C2/C=C\CN(C(=O)c3ccccc3)CC(=O)N2Cc2ccc(F)cc2)cc1 (stereo not drawn)	-4.3	-3.2	-6.4	13.1	0.8	-4.7	-8.1	-18.1	2.7
CCOC(=O)Cn1nc(-c2ccccc2)c2cnc3ccc(CC)cc3c21	-3.8	53.4	5.8	-47.5	-7.5	0.7	15.2	-2.3	-0.1
CCCN1CCC(NCc2cn(C)nc2-c2ccc(Oc3ccccc3)cc2)CC1	3.2	-16.9	0.8	15.3	-5.7	-6.0	10.1	19.1	-0.1
CCOC(=O)c1[nH]c(C)c(C(=O)/C=C/c2ccc(C(=O)O)cc2)c1C	1.4	-22.3	3.3	10.9	2.5	-1.4	1.3	-35.7	-0.6
CCN(CC)c1ccc(NC(=O)Cn2c(C(C)NC(=O)c3ccc(C)cc3)nc3ccccc32)cc1 (stereo not drawn)	·	-15.6	·	10.4	2.3	·	·	·	1.4
CC(C)N1CCN(Cc2cnc(-c3ccccc3)s2)CC1CCO (stereo not drawn)	-0.1	5.9	3.8	11.0	-5.5	1.4	10.7	5.6	-2.5
O=C(c1ccco1)N1CCN(S(=O)(=O)c2ccc(C3CCCCC3)cc2)CC1	8.9	6.8	-1.3	18.8	6.4	-1.5	6.6	-4.3	-0.8
OCCC1CN(Cc2ccc3ncccc3c2)CCN1Cc1ccccc1 (stereo not drawn)	-9.7	6.5	0.1	6.5	-6.9	-3.4	3.6	0.4	0.9
CCN1CCN(C(=O)/C=C\C(=O)O)CC1	5.6	-3.3	-3.1	19.8	-6.2	-4.5	5.0	-13.9	1.9
Cc1nc2ccccc2c2oc(C(=O)N3CCC(N4CCCCC4)CC3)cc12	4.2	15.5	1.8	7.5	-0.3	-2.6	61.3*	3.7	-40.7
Cc1[nH]c2ccccc2c1/C=C/c1cc[n+](C)cc1	·	5.7	·	43.5*	-1.1	·	·	·	6.2
CCCNS(=O)(=O)c1cc(Br)cc2c1N(C(=O)CC)CC2	6.6	-3.2	-3.3	1.6	-3.8	0.9	6.2	3.0	-0.7
O=S(=O)(c1cccc(-c2nnco2)c1)N1CCCC1	2.0	-12.5	5.0	8.5	0.5	0.5	-3.4	-2.2	0.3
Cc1cc(C)c(NS(=O)(=O)c2ccc3c(c2)NC(=O)C(C)C(=O)N3)c(C)c1 (stereo not drawn)	-6.0	-19.8	-14.6	11.3	-0.5	-1.4	-2.4	-28.8	-1.0
Cc1nn(CC(=O)NCCCN2CCCC2=O)c(C)c1[N+](=O)[O-]	8.7	-3.1	3.1	-1.2	-5.4	-0.1	-0.4	3.1	0.8
CCCN1CNc2c(c(=O)[nH]c(=S)n2CCc2ccccc2)C1	-6.2	1.3	-6.6	-14.8	-5.6	-3.1	-9.4	-42.2	-14.3
COc1cccc2[nH]c(C(=O)NCCCN3CCCC3=O)cc12	-3.7	17.5	-0.8	-274.0	-3.0	-4.0	-1.2	-12.7	-22.4
Cc1ccc(/C(O)=C/c2nc3ccccc3oc2=O)cc1	-14.4	-39.1	-18.9	1.1	3.0	-1.0	-9.6	-8.5	-0.9
Cc1ccc(CNC(=O)CNC(=O)[C@@H]2Cc3ccccc3CN2C(=O)OC(C)(C)C)cc1	2.2	-13.8	-10.2	13.5	2.3	-0.5	8.1	-8.8	0.2
COc1ccc(CCNCC(O)c2ccccc2)cc1 (stereo not drawn)	-5.7	14.2	-9.5	17.7	-2.4	-2.4	-3.6	4.9	0.8
CCNc1c(NC(C)=O)c(=O)oc2ccccc12	-7.0	-4.5	-11.1	7.4	-7.5	-3.2	-7.2	0.0	0.1
O=C(Cn1nnc(-c2ccccc2)n1)N1CCCCC1	0.3	4.6	-4.6	7.5	2.0	-1.9	-0.3	-12.9	0.4
Cc1cccc(CSc2nc3c(c(=O)[nH]2)CCC3)c1	-6.5	-6.5	4.0	18.6	0.3	-0.2	1.8	4.9	2.5
Cn1c(=Nc2ccc(N3CCOCC3)cc2)ccc2ccccc21	4.1	7.1	5.6	28.5	-3.5	-1.5	-1.7	1.6	2.7
O=C(NCCCn1ccnc1)c1nc(Cn2cc(Br)cn2)no1	-3.1	-13.5	0.5	15.2	-7.6	1.0	-6.7	2.8	1.2

# A draw from above in order of SMILES length, ascending:
Compound	SENP7 block	PfGluPho inh	SENP8 block-1	SENP8 block-2	HKDC1 inhibitor	beta cell repl	UBC13 inh	SENP6 inh	SENP1 FRET inh
COc1ccc(CCNCC(O)c2ccccc2)cc1 (stereo not drawn)	-5.7	14.2	-9.5	17.7	-2.4	-2.4	-3.6	4.9	0.8
CCNc1c(NC(C)=O)c(=O)oc2ccccc12	-7.0	-4.5	-11.1	7.4	-7.5	-3.2	-7.2	0.0	0.1
O=C(Cn1nnc(-c2ccccc2)n1)N1CCCCC1	0.3	4.6	-4.6	7.5	2.0	-1.9	-0.3	-12.9	0.4
Cc1cccc(CSc2nc3c(c(=O)[nH]2)CCC3)c1	-6.5	-6.5	4.0	18.6	0.3	-0.2	1.8	4.9	2.5
Cn1c(=Nc2ccc(N3CCOCC3)cc2)ccc2ccccc21	4.1	7.1	5.6	28.5	-3.5	-1.5	-1.7	1.6	2.7
COc1cccc2[nH]c(C(=O)NCCCN3CCCC3=O)cc12	-3.7	17.5	-0.8	-274.0	-3.0	-4.0	-1.2	-12.7	-22.4
